GPR151 activ: activates the human receptor GPR151. Q8TDV0. PathHunter beta-arrestin GPR151 cells, luminescence. activation, % at 11.2 µM. hit rate 1% among 650,000. AID 1508602; in the data active = activation above about 4.9%;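 note: 0% = median of compound wells and 100% = cells with positive control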
MITF inh: human MITF inhibition, primary screen. O75030. AlphaScreen MITF homodimerization, bead proximity signal. inhibition, % at 2.6 µM. hit rate 0.91% among 650,000; in the data active = inhibition above about 50%;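 note: 0% = vehicle wells with protein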
FBW7 act: activators of human E3 ligase FBW7; AID 1259310; normalized activity (activation), % at 26.1 µM; Q969H0; hit rate 0.13% among 650,000; AlphaScreen FBW7–phospho-cyclin E peptide binding, activator screen; in the data active = normalized activity above about 1.9%;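 note: purified mutant Fbw7 with reduced substrate affinity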
Target sequence (Q969H0 whole entry, looked up): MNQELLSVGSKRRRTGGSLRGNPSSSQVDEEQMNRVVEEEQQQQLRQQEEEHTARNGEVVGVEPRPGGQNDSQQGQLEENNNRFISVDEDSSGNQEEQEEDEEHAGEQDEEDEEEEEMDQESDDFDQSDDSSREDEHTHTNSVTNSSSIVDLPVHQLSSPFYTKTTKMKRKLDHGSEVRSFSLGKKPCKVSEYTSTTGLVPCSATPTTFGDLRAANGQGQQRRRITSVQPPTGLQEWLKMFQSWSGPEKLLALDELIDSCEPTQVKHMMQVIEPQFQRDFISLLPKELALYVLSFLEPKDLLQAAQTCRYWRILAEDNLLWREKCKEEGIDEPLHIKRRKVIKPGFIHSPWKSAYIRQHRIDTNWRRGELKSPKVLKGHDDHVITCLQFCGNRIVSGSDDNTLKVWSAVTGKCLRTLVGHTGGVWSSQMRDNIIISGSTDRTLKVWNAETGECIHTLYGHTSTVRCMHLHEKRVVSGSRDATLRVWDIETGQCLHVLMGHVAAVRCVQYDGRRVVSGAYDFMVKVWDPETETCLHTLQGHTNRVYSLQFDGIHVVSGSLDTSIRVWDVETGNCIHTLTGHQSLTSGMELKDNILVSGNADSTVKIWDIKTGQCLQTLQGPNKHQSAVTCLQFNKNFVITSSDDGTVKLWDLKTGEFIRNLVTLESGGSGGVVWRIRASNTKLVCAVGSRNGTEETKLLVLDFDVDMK
TEAD-YAP inh: TEAD-YAP interaction inhibition; HEK-TIYL cells, TEAD-Gal4/YAP UAS-luciferase luminescence; inhibition, % at 9.12 µM; hit rate 1.4% among 640,000; AID 1259422; in the data active = inhibition above about 32%;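 note: 0% = median of test compound wells and 100% = reference inhibitor wells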
Numbers without * were called inactive; x = not tested or not shown.

Sequence of screens: FBW7 act | GPR151 activ | MITF inh | TEAD-YAP inh
> COCC1CCCN1C(=O)c1cnc2scc(-c3ccccc3Cl)n2c1=O (stereo not given)
  0.0 | 0.9 | 11 | -3
> O=S1(=O)N=C(N2CCCCC2)c2ccccc21
  -0.1 | 1.1 | -9 | 1
> COc1ccc(-c2cnn3ccc(Nc4cccc(Cl)c4)nc23)cc1
  0.2 | -1.1 | 49 | 6
> OCCCNc1ccc2ncc(-c3ccc(Cl)cc3)n2n1
  0.1 | 0.4 | -1 | -1
> CC(C)(C)NC(=O)NC(=O)CSc1nnc(NC2CCCCC2)s1
  0.2 | 1.3 | -16 | -3
> CCOC(=O)N1CCC(N2CCC3(CC2)CC3C(=O)Nc2ccccc2OC)CC1 (stereo not given)
  0.0 | 0.1 | 9 | 4
> COc1ccc(C2NC(=O)CCC2[N+](=O)[O-])c(OC)c1OC (stereo not given)
  0.6 | 0.0 | 4 | 0
> Cc1cc(NC(=O)CSc2nc3ccccc3c(=O)n2CC2CCCO2)no1 (stereo not given)
  0.1 | -0.6 | 4 | 1
> O=C(/C=C/c1ccccc1)Nc1cc(-c2nc3ccccc3o2)ccc1Cl
  0.8 | -2.0 | 17 | -7
> O=S1(=O)CC(c2ccc(Cl)cc2)CS(=O)(=O)C1
  0.2 | -1.1 | 0 | 8
> Cn1nccc1Nc1cccc(C(=O)NCCCN2CCCC2=O)n1
  0.0 | 0.9 | 4 | -6
> CCC1CCC(C(=O)NC(C(=O)NCc2cccnc2)C(C)C)CC1 (stereo not given)
  0.1 | 1.2 | -7 | -13
> C=CCn1c(SCC(N)=O)nnc1-c1cc(OC)c(OC)c(OC)c1
  -0.1 | 0.4 | -1 | -3
> CSc1nnc(C)c(=O)n1COC(=O)COc1ccccc1C
  -0.1 | -0.3 | 2 | 9
> Cc1ccc(S(=O)(=O)N(C)CCO)cc1-c1nnc2c3ccccc3c(C)nn12
  -0.1 | 0.5 | 9 | -12

An excerpt of these results, tab-delimited.
compound	FBW7 act	GPR151 activ	MITF inh	TEAD-YAP inh
Cc1ccc(S(=O)(=O)N(C)CCO)cc1-c1nnc2c3ccccc3c(C)nn12	-0.1	0.5	9	-12
Cc1cc(NC(=O)CSc2nc3ccccc3c(=O)n2CC2CCCO2)no1 (stereo not given)	0.1	-0.6	4	1
COc1ccc(C2NC(=O)CCC2[N+](=O)[O-])c(OC)c1OC (stereo not given)	0.6	0.0	4	0
C=CCn1c(SCC(N)=O)nnc1-c1cc(OC)c(OC)c(OC)c1	-0.1	0.4	-1	-3

Compounds listed so far containing an aryl methoxy group, in the order listed:
Sequence of screens: FBW7 act | GPR151 activ | MITF inh | TEAD-YAP inh
> COc1ccc(-c2cnn3ccc(Nc4cccc(Cl)c4)nc23)cc1
  0.2 | -1.1 | 49 | 6
> CCOC(=O)N1CCC(N2CCC3(CC2)CC3C(=O)Nc2ccccc2OC)CC1 (stereo not given)
  0.0 | 0.1 | 9 | 4
> COc1ccc(C2NC(=O)CCC2[N+](=O)[O-])c(OC)c1OC (stereo not given)
  0.6 | 0.0 | 4 | 0
> C=CCn1c(SCC(N)=O)nnc1-c1cc(OC)c(OC)c(OC)c1
  -0.1 | 0.4 | -1 | -3

Next part.
Sequence of screens: FBW7 act | GPR151 activ | MITF inh | TEAD-YAP inh
> COc1ccc(/C=C2\N=C(c3ccc(Cl)c([N+](=O)[O-])c3)OC2=O)c(OC)c1OC
  0.0 | 1.1 | 8 | -1
> COc1ccccc1CNc1cccc([N+](=O)[O-])c1
  0.9 | 0.4 | 7 | 11
> CCOC(=O)Cc1csc(N/N=C\c2ccc(C(F)(F)F)cc2)n1
  0.3 | -1.3 | 14 | 61*
> CCC(C)(C)NS(=O)(=O)c1cc(Br)cnc1N
  0.0 | 6.0* | 3 | -3
> CCOc1ccc(NC(C)C(=O)N/N=C/c2cccc(Br)c2)cc1 (stereo not given)
  0.0 | 0.2 | -9 | 7
> Cc1nc([N+](=O)[O-])c(Br)n1CC(=O)c1ccc(F)cc1
  0.6 | -0.8 | 16 | 20
> OC(CC#CCN(Cc1ccccc1)Cc1ccccc1)(c1ccccc1)C1CCCC1 (stereo not given)
  -0.2 | 0.0 | 12 | 9
> CC(Oc1ccccc1)C(=O)N(c1ccc(F)cc1)C1C=CS(=O)(=O)C1 (stereo not given)
  -0.1 | 2.3 | -2 | -2
> O=C1CCCN1CCCNc1nc(N2CCCC2CO)nc2c1ncn2CCN1CCCC1=O (stereo not given)
  0.3 | -1.1 | 12 | -6
> CC(C)(C)CN1CCNC(=O)C1CC(=O)NCCc1c[nH]c2ccccc12 (stereo not given)
  -0.1 | -0.9 | 10 | -10
> Cc1cccc(NC(=O)CN2C(=O)S/C(=C\c3ccc(O)c(Br)c3)C2=O)c1
  -0.1 | 3.0 | 1 | 6
> CSc1cccc(Nc2cc(C(=O)O)c3ccccc3n2)c1
  0.1 | -1.5 | 3 | 5
> COC(=O)COc1cc(OCC(=O)OC)c2c(=O)cc(-c3ccccc3)oc2c1
  -0.1 | 0.4 | 4 | -1
> CCOC(=O)N1CCC(NC(=O)C2CCN(C(=O)N3CCOc4ccccc43)CC2)CC1
  0.1 | -0.8 | -5 | -4
> CCn1c(SCC(=O)Nc2ccc3c(c2)OCCO3)nnc1-c1ccccc1O
  -0.1 | -0.4 | 2 | 7

(listing goes on)
Sequence of screens: FBW7 act | GPR151 activ | MITF inh | TEAD-YAP inh
> CC(=O)Nc1ccc(NC(=O)CSc2cccc[n+]2[O-])cc1
  0.0 | -0.7 | 9 | 21
> O=C(O)c1ccccc1C(=O)c1cccc2ccccc12
  -0.1 | -0.4 | 7 | -3
> CCCCCC(=O)NC(N1CCOCC1)C(Cl)(Cl)Cl (stereo not given)
  0.0 | -0.2 | -3 | 3
> COc1ccccc1NS(=O)(=O)c1cccc(C(=O)NNC(=O)C(C)NC(N)=O)c1 (stereo not given)
  0.5 | 0.2 | -3 | 8
> Cc1nc2ccccn2c1C(=O)NC(C)Cc1ccco1 (stereo not given)
  0.1 | 0.1 | 12 | 12
> N=c1oc2ccc([N+](=O)[O-])cc2cc1C(N)=O
  0.0 | 1.0 | 20 | -17
> Cc1ccc(-c2nnc(NC(=O)c3ccc4c(c3)CCCC4)o2)cc1C
  0.1 | 1.2 | 10 | -1
> O=C(CSc1nnc(NC(=O)c2cccs2)s1)NCc1cccs1
  0.1 | 0.0 | 25 | -3
> Cn1c(CNC(=O)c2ccccc2F)nnc1SCC(=O)N1N=C(c2ccc(Br)cc2)CC1c1ccc(F)cc1 (stereo not given)
  0.0 | -2.1 | 6 | 3
> O=[N+]([O-])c1ccc(Nc2ccc(I)cc2)c2nonc12
  -0.4 | -0.5 | 7 | 1
> COc1cc(OC)c(C(=O)CCCCN2CCC3(CC2)NC(=O)NC3=O)cc1NS(=O)(=O)c1ccc(C(F)(F)F)cc1
  -0.1 | -0.3 | -7 | x
> CCOC(=O)Cn1nnc(-c2ccc(OCc3ccccc3)c(OC)c2)n1
  -0.1 | 1.3 | -5 | -1
> Cc1ccccc1-n1nc2c(c1NC(=O)/C=C\c1ccco1)CSC2
  0.0 | 0.9 | 30 | 1
> Cc1noc(C)c1COc1ccc(C(=O)OCC(=O)c2ccc3c(c2)OCCO3)cc1
  0.2 | 1.2 | 4 | 7
> COc1ccc(N(CC(=O)NC(C)c2ccccc2)S(=O)(=O)c2ccccc2)c(OC)c1 (stereo not given)
  0.1 | -1.4 | 9 | 9

Just FBW7 act, for two of the compounds above:
molecule | FBW7 act
CC(=O)Nc1ccc(NC(=O)CSc2cccc[n+]2[O-])cc1 | 0.0
O=C(O)c1ccccc1C(=O)c1cccc2ccccc12 | -0.1

(more compounds)
Sequence of screens: FBW7 act | GPR151 activ | MITF inh | TEAD-YAP inh
> CC1=C(C(=O)OCc2ccc(C)cc2)C(c2cccc(Oc3ccccc3)c2)NC(=O)N1 (stereo not given)
  1.0 | 1.0 | 11 | 3
> Cc1ccc(N2C(=O)CC(N3CCN(S(=O)(=O)c4ccccc4)CC3)C2=O)c(C)c1 (stereo not given)
  -0.1 | 3.0 | 7 | -7
> Cc1ccc(S(=O)(=O)N(CCCO)CC(O)Cn2cc(C=O)c3ccccc32)cc1 (stereo not given)
  0.0 | 1.1 | -2 | 18
> COc1ccc(Cl)cc1C(=O)NCc1ccc(S(N)(=O)=O)cc1
  0.4 | -1.0 | -10 | 2
> CCc1ccc(NS(=O)(=O)c2cn(CC(=O)OC)c3ccc([N+](=O)[O-])cc23)cc1
  -0.2 | 0.6 | 1 | 3
> COc1ccccc1C(=O)Nc1ccc2oc(-c3ccc(C(C)(C)C)cc3)nc2c1
  0.0 | 6.2* | 9 | 5
> Cc1ccc2nc(-c3ccc4c(c3)C(=O)N(N3C(=O)c5ccccc5C3=O)C4=O)oc(=O)c2c1
  0.2 | -0.4 | -1 | 3
> COc1cccc(Cn2c(=S)[nH]c3cc4c(cc3c2=O)OCO4)c1
  0.1 | -0.9 | 6 | -5
> CCc1nn(CC(=O)N(CC)CCN(CC)CC)c(=O)c2cc3occc3n12
  -0.2 | -0.7 | -6 | 2
> Cc1ccc(C)n1-c1nnc(N2CCCC(C(=O)O)C2)s1 (stereo not given)
  0.3 | -2.1 | -1 | 5
> CC1CCCCC1NC(=O)CNc1cc([N+](=O)[O-])ccc1NCCO (stereo not given)
  -0.1 | -2.2 | 6 | -1
> Cc1c(C(=O)Nc2ccccc2F)sc2nc(-c3cccc([N+](=O)[O-])c3)cn12
  0.1 | -0.9 | 2 | 3
> Cc1csc2n1c(C(=O)c1ccccc1)c(C)[n+]2-c1ccc(Br)cc1
  0.1 | -1.0 | 6 | 14
> Clc1cc(NCCc2ccccc2)ncn1
  1.1 | 1.3 | 9 | -21
> CC(C)n1cnc2c(NC3CCN(Cc4ccccc4)CC3)nc(-c3csc4ccccc34)nc21
  0.2 | -2.0 | 14 | 7

(further entries)
Sequence of screens: FBW7 act | GPR151 activ | MITF inh | TEAD-YAP inh
> COc1ccc(N=C(N(C)C)P(=O)(N(C)C)N(C)C)cc1
  0.0 | -0.9 | 2 | 1
> Cc1ccc(N(C(=O)c2ccc(Br)cc2)C2C=CS(=O)(=O)C2)cc1 (stereo not given)
  0.3 | 2.6 | -2 | 3
> Cc1ccc(NC(=O)C2C3C=CC4(O3)C2C(=O)N(CCCN2CCCC(C)C2)C4C(=O)NC2CCCCC2)cc1 (stereo not given)
  0.1 | -1.0 | 28 | -3
> COC(=O)Cc1c(C(=O)OC)sc(N)c1C#N
  0.2 | 0.4 | -2 | -6
> CCOC(=O)Nc1ccc2c(c1)nc(CN1CCOCC1)n2C
  -0.1 | -0.3 | 8 | -13
> COc1ccc2ccccc2c1CN1CCOCC1
  0.5 | 0.8 | 20 | 12
> CCOc1cccc2cc(C(=O)NCc3ccco3)c(=O)oc12
  -0.1 | -0.2 | 12 | 3
> Nc1nonc1C(=O)N/N=C/c1cn(Cc2cccc(Cl)c2)c2ccccc12
  -0.1 | -1.3 | -14 | 5
> O=C(CN1CCCCCC1)N/N=C/c1ccc(F)cc1
  -0.1 | -0.5 | 20 | -3
> CC(NC(=O)CSc1ncnc2nc[nH]c12)c1ccccc1 (stereo not given)
  0.8 | 2.4 | 9 | -1
> Cc1ccc([N+](=O)[O-])c2c1C(N1CCCC1)C(C)(C)O2 (stereo not given)
  -0.2 | -1.5 | -15 | -18
> CC(C)(O)C(=O)NNC(=S)Nc1ccc(F)c(Cl)c1
  0.2 | 1.9 | 20 | -1

5 structures from above, arranged by length of the SMILES, largest number first:
Sequence of screens: FBW7 act | GPR151 activ | MITF inh | TEAD-YAP inh
> CCOC(=O)N1CCC(NC(=O)C2CCN(C(=O)N3CCOc4ccccc43)CC2)CC1
  0.1 | -0.8 | -5 | -4
> COc1ccccc1C(=O)Nc1ccc2oc(-c3ccc(C(C)(C)C)cc3)nc2c1
  0.0 | 6.2* | 9 | 5
> CCc1nn(CC(=O)N(CC)CCN(CC)CC)c(=O)c2cc3occc3n12
  -0.2 | -0.7 | -6 | 2
> CCOC(=O)Cc1csc(N/N=C\c2ccc(C(F)(F)F)cc2)n1
  0.3 | -1.3 | 14 | 61*
> CCCCCC(=O)NC(N1CCOCC1)C(Cl)(Cl)Cl (stereo not given)
  0.0 | -0.2 | -3 | 3
